# USP1 inh: USP1/UAF1 (human) deubiquitinase inhibition. Potency, µM (titrated, usually from 57.1 µM), for inactives: top-dose activity change, negative = inhibition, actives largely listed as inhibitors. O94782. recombinant USP1/UAF1, Ub-Rhodamine cleavage fluorescence. AID 743255. 390,000 compounds, 0.23% hits; also: potency is read from the fitted curve at half-maximal effect; % is scaled to controls: 0 for no effect and ±100 for the full control effect; nearly all actives have a fitted effect of over 60% in size; inactives centre near -12
# Target sequence (O94782 whole entry, looked up): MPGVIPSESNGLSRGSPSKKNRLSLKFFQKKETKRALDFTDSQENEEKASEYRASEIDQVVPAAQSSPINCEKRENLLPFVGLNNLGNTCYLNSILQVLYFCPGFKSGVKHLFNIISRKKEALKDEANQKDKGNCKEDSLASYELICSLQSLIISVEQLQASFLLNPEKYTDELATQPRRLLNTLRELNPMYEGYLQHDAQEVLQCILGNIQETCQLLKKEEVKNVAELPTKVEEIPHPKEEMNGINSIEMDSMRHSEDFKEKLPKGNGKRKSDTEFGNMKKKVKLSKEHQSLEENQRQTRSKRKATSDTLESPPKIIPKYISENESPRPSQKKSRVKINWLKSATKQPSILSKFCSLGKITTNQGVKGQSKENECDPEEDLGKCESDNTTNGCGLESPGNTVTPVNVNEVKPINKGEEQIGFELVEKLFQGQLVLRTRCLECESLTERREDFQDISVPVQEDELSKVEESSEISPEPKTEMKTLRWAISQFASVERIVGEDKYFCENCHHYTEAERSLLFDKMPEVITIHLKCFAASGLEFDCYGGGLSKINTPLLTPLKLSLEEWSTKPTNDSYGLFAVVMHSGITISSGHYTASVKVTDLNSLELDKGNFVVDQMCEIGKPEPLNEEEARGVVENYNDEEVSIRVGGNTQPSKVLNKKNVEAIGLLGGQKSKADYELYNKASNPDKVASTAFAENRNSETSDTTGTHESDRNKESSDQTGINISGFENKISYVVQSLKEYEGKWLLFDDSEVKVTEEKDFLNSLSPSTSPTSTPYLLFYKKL
#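 USP1/UAF1 complex at 1 nM was preincubated with compound for 15 min at room temperature, then Ub-Rho substrate (150nM final) was added. Fluorescence (480/540 nm) was read kinetically, 6 reads every 60 seconds.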
# mIDH1 inhibitor: blocks human mutant IDH1 R132H enzyme | Potency, µM (series often up to 76.6 µM), inactives show at the highest dose activity change, negative = inhibition, hits mostly inhibitors | IDH1-R132H enzyme, NADPH consumption, diaphorase/resazurin fluorescence | O75874 | 390,000 compounds, 0.093% hits; also: potency is read from the fitted curve at half-maximal effect; % is scaled to controls: 0 for no effect and ±100 for the full control effect; nearly all actives have a fitted effect of over 65% in size
#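 IDH1-R132H (0.5 ug/mL) preincubated 30 min with compound, then NADPH (0.016 mM) and alpha-KG (2 mM) added; 80 min at RT, pH 7.5. Remaining NADPH coupled via diaphorase/resazurin to fluorescence (540/590 nm); concentration-response curves normalized to no-enzyme control.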
# TrxR1 substrate: substrates of rat thioredoxin reductase 1. purified TrxR1 substrate turnover, NADPH consumption readout. Potency, µM (highest dose often 114 µM), inactives show at the top dose activity change, negative = substrate turnover. 390,000 compounds, 0.01% hits; also: potency is read from the fitted curve at half-maximal effect; % is scaled to controls: 0 for no effect and ±100 for the full control effect; nearly all actives have a fitted effect of over 50% in size
#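 Rat TrxR1, dispensed at 90 nM, was prereduced with 400 uM NADPH (final) for 5 min at ~22 deg C, then incubated with compound 15 min before 400 uM selenite. A first-read NADPH fluorescence drop versus no-compound background flagged substrates.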
# D2 antag: D2 dopamine receptor (human) antagonism; HEK293 TREx D2 cells, calcium flux, dopamine EC80; AID 485344; inhibition, % at 10 µM; 340,000 compounds, 2% hits; P14416; in the data active = inhibition above about 30%; also: 0% is about no effect
#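 HEK293 T-REx D2 cells, tet-induced, calcium dye no-wash. Cpd pintool add, 180 s kinetic, then EC80 DA, 180 s kinetic. Ca flux read.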
# D2 ag: D2 dopamine receptor (human) agonism | HEK293 T-REx D2 cells, calcium flux agonist mode | activation, % at 2 µM | P14416 | 340,000 compounds, 0.53% hits;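 active = activation over 3 SD above normal in the single-dose calcium agonist read, cut at about 30% in these data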; also: 0% is about no effect
#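 Calcium-flux readout, 1 cycle/sec over 180 s following compound pin transfer, in inducible HEK293 Trex D2 cells (force-coupled); dopamine controls included. Positive calcium responses during this window marked compounds as potential agonists.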
# TRHR ag: activates the human TRH receptor; P34981; TRHR cells, calcium flux fluo-8, FDSS agonist mode; activation, % at 2 µM; 360,000 compounds, 0.18% hits; in the data active = activation above about 30%; also: 0% is about no effect
#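 TRHR-expressing cells loaded with fluo-8 calcium dye; 23 nL library compound pin-transferred, kinetic FDSS fluorescence (Ex 480/Em 530) recorded about 180 s for agonist-induced calcium release, before a 10 nM TRH EC20 addition for potentiator mode.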
# Pin1 inh: blocks the human prolyl isomerase Pin1; 390,000 compounds, 0.009% hits; Pin1 FP peptide displacement, HiFluor488, 10 min; AID 504891; Potency, µM (titrated, usually from 115 µM), for the others: at the highest dose activity, negative = inhibition, most hits filed as inhibitors; Q13526; active = well fitted inhibition curve with a large enough effect in the polarisation, with a control signal flat, not every such curve was filed as active; inconclusive = small, poorly fitted or top-dose-only effect, or effect the other way, or a change in a side signal; inactive = no such curve, though single readings can be large or run the other way; the % refers to the polarisation; also: potency is read from the fitted curve at half-maximal effect; % is scaled to controls: 0 for no effect and ±100 for the full control effect
# Target sequence (Q13526 whole entry, looked up): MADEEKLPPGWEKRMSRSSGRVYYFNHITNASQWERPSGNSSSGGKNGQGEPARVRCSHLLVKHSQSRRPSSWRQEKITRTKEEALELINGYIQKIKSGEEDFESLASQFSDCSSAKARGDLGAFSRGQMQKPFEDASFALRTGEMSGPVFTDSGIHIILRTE
# TrxR1 inh: blocks rat thioredoxin reductase 1; O89049; recombinant rTrxR1, NADPH fluorescence consumption, selenite substrate; Potency, µM (series often up to 114 µM), for the others: at the highest dose activity change, negative = inhibition, usual class: inhibitors; 390,000 compounds, 1% hits; also: potency is read from the fitted curve at half-maximal effect; % is scaled to controls: 0 for no effect and ±100 for the full control effect; nearly all actives have a fitted effect of over 65% in size
#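 Rat TrxR1 (90 nM in the dispensed reagent) was pre-reduced with 400 uM NADPH for 5 min at room temperature, then incubated with compound for 15 min. After 400 uM selenite was added, NADPH fluorescence (Ex 340/Em 450 nm) was followed for 8 min.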
# TRHR enhancer: allosteric enhancers of human TRH receptor. enhancement, % at 2 µM. TRHR cells, fluo-8 calcium fluorescence, EC20 TRH enhancement. 360,000 compounds, 0.66% hits. AID 493056; in the data active = enhancement above about 30%; also: 0% is about no effect
#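 Enhancer read-out: after compound pinning and an initial kinetic agonist-mode read, an EC20 of TRH (10 nM final) was injected and fluo-8 calcium signal (Ex 480/Em 530) followed at 1 s/cycle for 100 cycles in TRHR-expressing cells.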
# * = called active by the depositor; ? = inconclusive; . = no result given; & = joins results of further samples; [ ] = another dose, or the depositor's remark. Unless noted, calls follow the shape of the dose curve; as a rule, active = well fitted inhibition curve with a large enough effect; inconclusive = small, poorly fitted or top-dose-only effect; inactive = no such curve, though single readings can be large or run the other way.
SMILES,USP1 inh,mIDH1 inhibitor,TrxR1 substrate,D2 antag,D2 ag,TRHR ag,Pin1 inh,TrxR1 inh,TRHR enhancer
COC(=O)c1cc(C(=O)OC)cc(-n2c(C)cc(C(=O)COC(=O)CNS(=O)(=O)c3ccc(C)cc3)c2C)c1,-13%,9%,9%[57.1 µM],60*,-0.6,-0.8,27%,15%[57.1 µM],-22
O=C(NCc1ccccc1)C(c1ccccc1)N(C(=O)c1csnn1)c1ccccc1 (stereo not given),0%,-7%,-6%,4,0.1,-0.1,6%,8%,8
CC1=NN(C(N)=S)C(=O)C1N=Nc1cccc([N+](=O)[O-])c1 (stereo not given),-8%,-12%,0%,11,0.1,0.2,2%,?,-7
CCCN1CCN(c2nnc(-n3cccc3C(=O)Nc3ccccc3C(F)(F)F)s2)CC1,-10%,0%,0%[57.1 µM],.,.,1.7,-9%,18%[57.1 µM],2
Cc1ccc(N2C(=O)C3N=NN(CC(=O)N4N=C(c5ccccc5)CC4c4ccccc4)C3C2=O)cc1 (stereo not given),-17%,-12%,-7%,0,1.9,0.8,30%[activator],27%[57.1 µM],-4
Cc1ccc(C(=O)Nc2ccc3c(c2)nc2n3CCSC2)cc1,-19%,4%,-12%,18,-0.8,0.0,24%,-5%,3
COc1ccc(NC(=O)N(C)C[C@H]2Oc3c(NC(=O)Cc4ccccc4)cccc3C(=O)N([C@H](C)CO)C[C@@H]2C)cc1,-13%,-4%,-1%,.,.,.,-11%,14%,.
Cn1cnnc1SCCOc1ccc(Cl)cc1,-26%,6%,11%[57.1 µM],-7,-0.7,0.8,2%,32%[57.1 µM],-2
C=CCn1c(N)c(C(=O)NCC2CCCO2)sc1=S (stereo not given),0%,7%,-9%,-7,-0.2,1.0,-11%,-5%,-6
COc1ccc(N2CCN(C(=O)c3ccc4c(Cl)c5c(nc4c3)CCCC5)CC2)cc1,-25%&-23%,15%&-4%,5%,6,-2.5&-0.3,-0.3&-0.1,7%&4%,?,8&10
CCCCCC(=O)NC(CC(=O)OC)c1ccc2c(c1)OCO2 (stereo not given),-29%,8%,5%,7,0.7,-0.2,-14%,16%,-3
COc1ccc(-c2cc(C3CCN(c4ccc(C(C)=O)cc4[N+](=O)[O-])CC3)[nH]n2)cc1,-9%,-1%,-4%[57.1 µM],.,.,.,2%,3%[57.1 µM],.
Cc1ccc(CNC(=O)CN(C(=O)C2(C)CC(=O)N=C3C=CC=CN32)c2ccccc2)cc1 (stereo not given),-7%,4%,53%[activator][57.1 µM],-6,2.7,1.0,-3%,30%[57.1 µM],13
Cc1ccc(N(C(C)C(=O)N2CCCCC2)S(C)(=O)=O)cc1C (stereo not given),0%,4%,0%,.,.,-0.7,3%,3%,-5
CC(C)C(=O)Nc1nnc(Cc2ccccc2)s1,-5%,1%,-14%,30*,0.9,0.3,-4%,-14%,1
CC(=O)N1c2ccccc2C(=O)OC1c1cccnc1 (stereo not given),0%,0%,21%,-2,-1.1,-1.1,-5%,12%,1
c1ccc(-c2noc(-c3ccc4c(c3)OCO4)n2)cc1,-9%,-1%,0%,-9,1.3,0.2,?,23%,4
CC(=O)[C@H]1[C@@H]2C(=O)N(c3cccc(Cl)c3)C(=O)[C@@H]2[C@H]2c3ccccc3C=CN21,10µM*,-6%,4%[57.1 µM],-13,6.4,3.1,?,?,7
CNc1nc(-c2ccc(S(=O)(=O)N3CCCCC3)cc2)cs1,-11%,-3%,14%,-2,-2.0,-1.2,2%,39%,-12
COc1ccccc1-c1nnc(SCC(=O)c2ccc(Cl)cc2)n1-c1ccccc1,-16%,-8%,6%,.,.,-1.4,54%[activator],10%,-15

# The closing 3 compounds of the part before open the next one.
SMILES,USP1 inh,mIDH1 inhibitor,TrxR1 substrate,D2 antag,D2 ag,TRHR ag,Pin1 inh,TrxR1 inh,TRHR enhancer
CC(=O)[C@H]1[C@@H]2C(=O)N(c3cccc(Cl)c3)C(=O)[C@@H]2[C@H]2c3ccccc3C=CN21,10µM*,-6%,4%[57.1 µM],-13,6.4,3.1,?,?,7
CNc1nc(-c2ccc(S(=O)(=O)N3CCCCC3)cc2)cs1,-11%,-3%,14%,-2,-2.0,-1.2,2%,39%,-12
COc1ccccc1-c1nnc(SCC(=O)c2ccc(Cl)cc2)n1-c1ccccc1,-16%,-8%,6%,.,.,-1.4,54%[activator],10%,-15
O=C(CSc1ccc(-c2ccc(F)cc2)nn1)N1CCN(c2ccccc2)CC1,-3%,7%,-5%,-7,-0.1,0.4,-4%,1%,7
CCC1(C)Cc2ccccc2-c2nc(NCCCO)n(C)c(=O)c21 (stereo not given),-22%,5%,152%[activator],11,0.8,1.5,3%,50%[activator],1
COc1cc(C2C3=C(CC(C)(C)CC3=O)N(C)C(=O)N2C)cc(OC)c1OC (stereo not given),-13%,1%,4%,7,1.2,0.2,2%,13%,-7
O=C(c1cn(-c2ccccc2)nc1-c1cccnc1)N1CCN(S(=O)(=O)c2ccccc2F)CC1,-20%,2%,3%,18,0.3,0.2,11%,21%,0
Cc1cc(Cl)n2ncc(-c3ccccc3)c2n1,2%,7%,-6%[57.1 µM],-23,0.3,-1.0,-2%,-16%[57.1 µM],-5
O=C(CN(c1ccc([N+](=O)[O-])cc1)S(=O)(=O)c1ccccc1)N1CCCCC1,-17%,0%,-5%,2,4.7,0.5,-5%,-2%,-3
Cc1ccnc(NC2(C(F)(F)F)N=C3SCCN3C2=O)c1 (stereo not given),-13%,9%,7%[57.1 µM],.,.,0.4,-2%,19%[57.1 µM],5
COc1ccc(N2CCN(C(=O)c3cc4ccccc4o3)CC2)cc1,-11%,-5%,4%,-11,-1.2,0.7,0%,13%,1
O=C(CSc1nc2ccccc2nc1Cc1ccc(Cl)cc1)Nc1ccc2c(c1)OCO2,-2%,17%,1%[57.1 µM],.,1.7,0.8,2%,24%[57.1 µM],2
Nc1nnc(SCC(=O)N2CCN(c3cccc(Cl)c3)CC2)n1-c1ccccc1,-8%,6%,2%,.,.,.,-1%,21%,.
COc1ccc(N2CCN(C(=O)CN(c3cccc(OC)c3)S(=O)(=O)c3ccccc3)CC2)cc1,-15%,7%,-3%,-1,0.0,-0.9,-1%,-2%,1
COc1ccc(NC(=O)c2sc3ncn(CC(=O)N4CCN(c5ccccn5)CC4)c(=O)c3c2C)cc1OC,-20%,0%,-10%,10,1.0,-0.7,22%,-10%,-4
Fc1ccccc1/C=N/n1cnnc1,6%,9%,1%,-5,0.1,1.3,-1%,2%,13
CC(C)(C)[C@H](N)C(=O)N[C@H]1CCC2C3CC=C4C[C@@H](O)CC[C@]4(C)C3CC[C@@]21C (stereo not given in full),?,-1%,13%[57.1 µM],.,.,.,3%,-9%[11.4 µM],.
Cc1ccnc(NC(=O)CCC(=O)N(CC(=O)NCc2ccc(F)cc2)c2cccc(F)c2)c1,-24%,-2%,2%,.,.,-0.3,-5%,7%,-1
Cc1cccn2c(=O)c3cc(C(=O)NCc4ccco4)c(=N)n(C4CCCCC4)c3nc12,-18%,8%,80%[activator][57.1 µM],6,-0.7,0.3,2%,36%[activator][57.1 µM],-3
CCNc1nc2c(c(=O)[nH]c(=O)n2C)n1CC(C)C,?,0%,3%,2,0.7,0.9,2%,26%,5
Cc1nn(C)c(C)c1CN(C)C(=O)c1cnn2c1NC(c1ccccc1)CC2C(F)(F)F (stereo not given),1%,12%,-1%,.,.,-0.6,2%,-7%,-3
COc1ccc(C(=O)NCC(=O)N/N=C/c2cccc(OC(=O)c3ccco3)c2)cc1OC,-25%,-4%,3%,5,-0.4,0.4,10%,25%,-1
O=C(N/C(=C\c1ccccc1)C(=O)N1CCCCCC1)c1ccccc1,?,3%,-2%[57.1 µM],-8,-0.8,0.1,-7%,18%[57.1 µM],-7
CCCc1cc(=O)[nH]c(Nc2cc(C)cc(C)c2)n1,-25%,24%,-1%,.,-0.1,0.1,-4%,5%,3
Cc1ccc2[nH]c3nc(SCC#N)nnc3c2c1,-12%,0%,?,-7,0.3,0.6,-2%,-23%,11
CCOC(CNC(=O)c1ccc(N2CCc3ccccc32)c([N+](=O)[O-])c1)OCC,-15%,10%,-17%,8,5.3,-0.1,-10%,-27%,-8
CC(C)(C)C1CCC(C(=O)Nc2nccs2)CC1 (stereo not given),-22%,16%,10%,18,-0.6,-1.2,-2%,36%,-7
Cc1ccccc1-n1c(SCC(=O)N2CCN(c3ccccn3)CC2)nnc1N1CCOCC1,2%,3%,15%,-25,-0.6,-0.1,-6%,9%,-2
CC1CCN(CCC(=O)Nc2nccs2)CC1,-7%,6%,3%,4,0.0,0.3,0%,5%,1
COc1ccc(O)c(N)c1,.,.,.,-19,1.1,1.1,.,.,-10
COc1ccccc1NC(=O)NC(N)=O,-10%,-6%,8%,1,-1.3,-1.0,1%,11%,1
CC(C)c1ccc(CNc2c([N+](=O)[O-])c(=O)oc3ccccc23)cc1,-11%,0%,-5%,16,-2.9,-0.8,3%,-2%,-3
COc1ccc(-c2cc3cc(-c4cc(OC)c(OC)c(OC)c4)ccc3o2)cc1,-13%,-14%,1%,.,.,0.4,-4%,25%,0
CC(Sc1nnc2ccccn12)C(=O)N1CCc2ccccc2C1 (stereo not given),-2%,6%,-2%[57.1 µM],-4,0.9,1.7,-1%,8%[57.1 µM],1
COc1ccc(OC)c(CN2CCC(CO)(CCOc3ccccc3)CC2)c1,-21%,1%,-2%,-15,0.4,0.2,-1%,8%,2
O=C(Nc1ccccc1N1CCN(C(=O)c2ccc(Cl)cc2)CC1)c1cccc(F)c1,-5%,-18%,-1%,4,1.1,-0.1,-1%,18%,-9
Cc1cccc(N2CCN(S(=O)(=O)c3cn(C)cn3)CC2)c1C,-14%,10%,1%,-5,-0.5,0.1,3%,15%,-4

# This is a subset (hit frequency here may not be typical).
